INS promoter inh: inhibitors of insulin promoter-driven GFP, primary screen, imaging, TRM-6 cells (human fetal islet line), eGFP reporter, cell count. inhibition, % at 2 µM. 0.9% of 130,000 active. reporter expression induced with tamoxifen;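 active = inhibition above the mean plus 3 SD, with well images judged a real hit on visual review, cut at about 60% in these data, passing the limit was not always enough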
SDO1 yeast rescue: growth rescue of sdo1-depleted yeast, primary screen, S. cerevisiae, bone marrow failure model | S. cerevisiae sdo1-depleted JHY4D growth rescue, OD600 30 h; active compounds read high; pdr5 snq2 efflux-pump mutant strain | z-score at 10 µM | 0.21% of 140,000 active;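 active = z-score above 3 at both the 24 hr and the 30 hr optical density reads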;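 note: z-score against mean and SD of all compound wells on the same plate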
SDO1 yeast rescue Rescue 24 h: further read-out of SDO1 yeast rescue, marked with its call; z-score; S. cerevisiae sdo1-depleted JHY4D growth rescue, OD600; measured here: growth rescue at 24 h;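 0 is the plate mean of compound wells and units are plate SD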
* marks the source's active call; other numbers are inactive results; nt = no result given.

Molecule	SDO1 yeast rescue Rescue 24 h	SDO1 yeast rescue	INS promoter inh
O=C(c1ccc(COc2ccccc2Br)o1)N1N=C(C(F)F)CC1(O)C(F)F (stereo not drawn)	-1.09	-1.39	37.5
CC(C)(C)Nc1cccccc1=O	-0.09	-0.03	nt
Cc1cccc(N2CC(C(=O)O)CC2=O)c1 (stereo not drawn)	0.12	0.61	28.6
O=C(CN1CCCCCCC1)NC(=O)NC1CCCCC1	nt	nt	14.3
CC(c1ccccc1)C1C(C#N)=C(N)SC(N)=C1C#N (stereo not drawn)	-0.59	0.35	0.0
COC(=O)NC(NC(=S)Nc1ccccc1OC)C(Cl)(Cl)Cl (stereo not drawn)	1.14	0.98	nt
Cc1nn(C(=O)c2ccco2)c(C)c1Sc1ccccc1	-1.08	-0.36	3.2
CC(=O)Nc1ccc(S(=O)(=O)NCC2CCC(C(=O)NCCC(C)C)CC2)cc1 (stereo not drawn)	0.58	0.52	nt
CCOC(=O)C(CC)(CCC(=O)O)c1csc(N)n1 (stereo not drawn)	-0.37	-0.3	9.7
O=C(CCN1CCN(c2ccccc2)CC1)Nc1ccc(Cl)cc1	-1.66	-0.31	-46.0
OC(COCCOc1ccc(Br)cc1)CN1CCCCC1 (stereo not drawn)	0.91	0.46	32.1
Cc1ccc2c(c1)C(O)(CC(=O)/C=C/C=C/c1ccccc1)C(=O)N2 (stereo not drawn)	-1.13	-1.03	-7.1
CC(C)NC(=O)C(=O)NCCCN1CCOCC1	nt	nt	21.4
N#Cc1ccc(C2=NC(C(F)(F)F)(C(F)(F)F)c3c(n(Cc4ccco4)c(=O)[nH]c3=O)N2)cc1	2	9.46	-2.8
CCC(=NCCc1ccccc1)C1=C(O)CCC1=O	-0.02	0.13	nt

(more compounds)
Molecule	SDO1 yeast rescue Rescue 24 h	SDO1 yeast rescue	INS promoter inh
COc1ccc(OCCNC(=O)c2ccccc2OCC(=O)N2CCCCC2)cc1	-1.25	-1.54	-135.3
Cc1cc2cc(C)c3nnc(SCC(=O)N4CCCc5ccccc54)n3c2cc1C	-0.42	-0.76	17.9
Cc1cc(N2CC(=O)N(CCc3ccccc3)C(=O)C2)n2ncnc2n1	-0.58	-0.14	-17.1
Cc1cccc(OCCCC(=O)Nc2ccc(N3CCOCC3)cc2)c1	0.59	0.25	21.4
CCOC(=O)C1=C(CC)Nc2ccccc2N=C1NC(=O)c1cc(S(=O)(=O)N(C)C)ccc1Cl	0.18	0.28	-17.9
CC(Sc1ccc(Cl)cc1)C(=O)NCC1CCCO1 (stereo not drawn)	-0.47	-0.22	36.1
CCOC(=O)CN(C)C(=O)CCc1nnc(-c2ccsc2)o1	nt	nt	-31.2
CC(C)(C)c1ccc(S(=O)(=O)Nc2ccc(Cc3ccncc3)cc2)cc1	-0.12	-0.79	-15.4
CC(C)OC(=O)c1c(NC(=O)c2cnn3c2NC(c2ccccc2)CC3C(F)F)sc2c1CCCC2 (stereo not drawn)	-0.5	-0.55	-42.9
OC(COc1ccccc1)CN1C2=NCCCN2c2ccccc21 (stereo not drawn)	2.07	1.37	-46.0
Cc1cc(NC(=O)COC(=O)c2ccc(F)c(S(=O)(=O)N3CCOCC3)c2)no1	0.77	-0.05	50.0
O=C(NN1CCN(Cc2ccccc2)CC1)c1ccc(N2CCOCC2)c([N+](=O)[O-])c1	nt	nt	-21.4
COc1ccccc1-c1c(-c2ccc(OCC(=O)NN)cc2O)n[nH]c1C(F)(F)F	0.78	1.96	-92.6
CCOC(=O)C1CCN(CCC(=O)Nc2ccccc2Cl)CC1	0.62	0.05	29.7
O=C(NCc1ccccc1)c1cccc(Br)n1	14.8*	14.7*	0.0

(list continues)
Molecule	SDO1 yeast rescue Rescue 24 h	SDO1 yeast rescue	INS promoter inh
Cc1ccc(S(=O)(=O)Cc2ccccc2Cl)cc1	-0.25	0.14	nt
O=C1CCC(=O)N1CCc1c[nH]c2ccccc12	0.57	0.58	-35.9
CC(C)c1ccc(N(CC(=O)O)S(=O)(=O)c2cccnc2)cc1	-0.65	0.12	nt
Cc1ccc(S(=O)(=O)N2CCCOC2CNC(=O)C(=O)NCCc2c[nH]c3ccccc23)cc1 (stereo not drawn)	0.18	0.27	nt
CC(C)c1ccc(/C=C/C(=O)NCCCc2ccccc2)cc1	4.77	0.54	0.0
O=C(/C=C/c1ccc(Cl)cc1Cl)c1nc2ccccc2[nH]1	0.66	-1.04	nt
COC(=O)c1ccc(NC(=O)CN(c2ccc(C)cc2)S(=O)(=O)c2c(C)nn(C)c2C)cc1	-0.42	-0.38	20.0
Cc1ccc(-n2nnc3ccccc3c2=O)cc1C	0.27	-0.16	12.1
CC1/C(=N/O)C(CN(C)C)C2CC1C2(C)C (stereo not drawn)	2.06	0.43	53.5
CC(N=Cc1nc(-c2ccccc2)oc1O)c1ccccc1 (stereo not drawn)	0.03	-0.72	-15.5
C=CCn1c(C2CC(=O)N(c3ccc(C)cc3)C2)nc2ccccc21 (stereo not drawn)	0.11	0.22	nt
O=C(NCCCN1CCCCC1)C1CCC(=O)N1CCc1ccccc1 (stereo not drawn)	-0.6	-0.4	46.1
Cc1ccc(NC(=O)C(=O)NCc2ccc(/C=C(/C#N)C(=O)NCc3cccnc3)o2)cc1	1.52	0.11	-16.1
CC(Oc1ccccc1Cl)C(=O)/C=C/N(C)C (stereo not drawn)	0.13	0.38	-69.6
C=CCc1ccccc1OCCn1ccnc1	0.99	1.08	37.0

More compounds follow:
Molecule	SDO1 yeast rescue Rescue 24 h	SDO1 yeast rescue	INS promoter inh
CCCC(=O)NC(c1ccco1)c1cc([N+](=O)[O-])c2cccnc2c1O (stereo not drawn)	nt	nt	-6.7
O=C1CCCC(O)=C1N=Nc1ccc2ncsc2c1	1.25	1.39	nt
COc1ccc(S(=O)(=O)N2CCCN(Cc3cccc(F)c3)CC2)cc1	0.32	0.31	-24.2
CN(C)S(=O)(=O)c1ccc(C(=O)Nc2ccnn2C2CCCCC2)cc1	0.83	1.58	0.0
O=S(=O)(c1ccc(F)cc1)n1ccc(-c2cnc(-c3ccccc3)s2)n1	-0.73	-1	28.1
CC1(C)CC(=O)C2=C(C1)C(c1cn(-c3ccccc3)nc1-c1ccccc1)C(C#N)=C(N)O2 (stereo not drawn)	-0.83	-1.23	nt
COCCNC(=O)c1sc2ncn(CC(=O)N3CCCCC3)c(=O)c2c1C	2.41	2.02	nt
Cc1noc(C(=O)Nc2ccccc2C(F)(F)F)c1Cl	0.78	0.53	-22.2
CO/N=C/C(=N\Nc1ccc(OC)cc1)C(=O)c1ccc(OC)cc1	-0.49	-1.48	-6.5
Cc1cccc(/C(N)=N/OC(=O)CCC2CCCCC2)c1	-1	-2.05	0.0
COc1ccccc1NS(=O)(=O)c1ccc(S(=O)(=O)N2CCOCC2)cc1	nt	nt	20.0
Cc1ccc(O)c(C2=NCCNC(C(F)(F)F)=C2)c1	-0.48	-0.38	-12.7
C=CCn1c(COc2cccc3ccc(C)nc23)nnc1SCC(=O)OC	-0.49	-0.09	18.9
C#CCOc1nc(Nc2cccc([N+](=O)[O-])c2)nc(OCC#C)n1	nt	nt	61.1
CCOC(=O)c1ccc(S(=O)(=O)N2CCN(C(=O)c3cc(=O)c4ccccc4o3)CC2)cc1	nt	nt	-26.3

Next entries
Molecule	SDO1 yeast rescue Rescue 24 h	SDO1 yeast rescue	INS promoter inh
COC(=O)c1sccc1NC(=O)c1cc(OC)c(OC)c(OC)c1	-0.82	-0.97	-2.7
CC(=O)c1ccc(N2CCC(c3cc(-c4ccc(Cl)cc4)n[nH]3)CC2)c([N+](=O)[O-])c1	-0.41	-1.05	28.6
COc1cccc(C(=O)Nc2sc3c(c2C#N)CCN(C(C)=O)C3)c1	nt	nt	-54.5
N/C(=N\OC(=O)c1cc(Cl)ccc1Cl)c1ccccn1	-1.04	-1.81	-13.8
CCNC(=S)N1CCC(NC(=O)C2CCCCC2)CC1	0.61	0.67	0.0
CC(C)NC(=O)c1cc2c(C(F)(F)F)nn(C)c2s1	0.74	1.1	29.4
CN(C)CCCNCCCNC(=O)/C(=N\O)c1ccccn1	0.92	1.16	-18.2
O=C(Nc1cccc([N+](=O)[O-])c1)Nc1cccs1	nt	nt	56.2
Cn1c(N2CCN(c3ccccn3)CC2)nc2c1c(=O)n(Cc1ccccc1Cl)c(=O)n2C	nt	nt	30.2
CCn1cc(C2=NC(CCSC)CO2)c2ccccc21 (stereo not drawn)	nt	nt	25.0
CCCC(=O)Nc1ccc(Cl)c(NC(=O)c2ccc([N+](=O)[O-])cc2Cl)c1	-0.12	0.26	22.9
Cc1ccc(C)n1CCN1CCN(CC(=O)Nc2ccc(S(N)(=O)=O)cc2)CC1	-0.84	-0.27	-157.7
CCCCOC(=O)c1ccc(N/C(=N\S(=O)(=O)c2ccccc2)c2ccccc2)cc1	-0.68	-0.67	6.5
O=C(c1ccc(CS(=O)(=O)c2c(Cl)cccc2Cl)o1)N1CCN(c2ccccn2)CC1	-1.08	-0.63	nt
COc1cccc(OCC(=O)O/N=C(\N)c2ccc(OC)c(OC)c2)c1	-0.15	-0.27	-14.3

(continued)
Molecule	SDO1 yeast rescue Rescue 24 h	SDO1 yeast rescue	INS promoter inh
COC(=O)c1ccc(C(=O)OC)c(NC(=S)N2CCN(c3cccc(Cl)c3)CC2)c1	0.34	-0.51	12.0
COc1ccc(Cl)cc1-c1nc(-c2ccc(NC(=O)c3ccncc3)cc2)no1	nt	nt	-29.0
CCOc1ccc(N(CC(=O)Nc2ccccc2C(=O)NC(C)CC)S(C)(=O)=O)cc1 (stereo not drawn)	0.2	1	-30.8
COc1ccc(OC)c(/C(O)=C/C(=O)C(=O)Nc2cc(C)cc(C)c2)c1	-0.51	-1.02	-3.2
O=C(NCC1CCCO1)C1CCCN1C(=O)NC1CCCCC1 (stereo not drawn)	-0.29	0.37	-132.6
Cc1cc(C)c2nc(SCCc3ccccc3)nc(C)c2c1	0	0.09	13.9
Cn1c(Cn2c(=O)sc3ccccc32)nnc1SCC(=O)NCc1ccccc1	-0.23	0.08	nt
COc1ccc2c(C)c(Cl)c(=O)oc2c1	-0.12	0.15	-25.8
CCc1ccc(C2CC(c3cccc(Cl)c3)n3nc(N)nc3N2)cc1 (stereo not drawn)	-1.59	-1.01	60.0
CC(=O)c1c(C)[nH]c(C(=O)OCCCCN2C(=O)c3ccccc3C2=O)c1C	-1.31	-0.78	nt
CN(C)CCCn1c(N)c(C#N)c2nc(C#N)c(C#N)nc21	-0.15	0.27	-94.3
COc1cccc(-n2ccnc2SCC(=O)Nc2ccccc2)c1	-0.18	-0.45	nt
COc1ccc(S(=O)(=O)N/N=C\c2ccc(OC)c(COc3ccc(C)cc3[N+](=O)[O-])c2)cc1	-0.61	-1.14	-21.1
O=C(NCc1n[nH]c(=S)n1-c1ccc(Cl)c(Cl)c1)c1cccs1	nt	nt	-28.6
CC1SC(C)C(=O)N(CC(=O)Nc2ccc([N+](=O)[O-])cc2)C1=O (stereo not drawn)	nt	nt	50.0

Another view of part of the listing above.
CCOc1ccc(N(CC(=O)Nc2ccccc2C(=O)NC(C)CC)S(C)(=O)=O)cc1 (stereo not drawn)
  SDO1 yeast rescue Rescue 24 h: 0.2	SDO1 yeast rescue: 1	INS promoter inh: -30.8
O=C(NCc1n[nH]c(=S)n1-c1ccc(Cl)c(Cl)c1)c1cccs1
  SDO1 yeast rescue Rescue 24 h: nt	SDO1 yeast rescue: nt	INS promoter inh: -28.6
O=C(NCC1CCCO1)C1CCCN1C(=O)NC1CCCCC1 (stereo not drawn)
  SDO1 yeast rescue Rescue 24 h: -0.29	SDO1 yeast rescue: 0.37	INS promoter inh: -132.6
CC1SC(C)C(=O)N(CC(=O)Nc2ccc([N+](=O)[O-])cc2)C1=O (stereo not drawn)
  SDO1 yeast rescue Rescue 24 h: nt	SDO1 yeast rescue: nt	INS promoter inh: 50.0

Other entries follow:
Molecule	SDO1 yeast rescue Rescue 24 h	SDO1 yeast rescue	INS promoter inh
O=C(CCC(=O)OCc1cccc([N+](=O)[O-])c1)Nc1ccccc1Cl	nt	nt	-14.3
CC(C)(C)NC(=O)C(c1ccncc1)N(C(=O)c1csnn1)c1ccccc1 (stereo not drawn)	0.81	0.76	nt
CN(CC(=O)N1CCN(c2ccccc2)CC1)S(=O)(=O)c1cnc[nH]1	1.29	1.46	nt
O=C(NC(=O)c1cccc(F)c1)Nc1nc(-c2ccc(F)cc2)cc(C(F)(F)F)n1	nt	nt	-25.0
Cc1ccc(/C=N/NC(=O)c2c[nH]c3ccccc23)o1	-0.2	0.58	nt
O=C1[C@@H]2[C@H](Cc3ccc(O)cc3)N[C@]3(C(=O)Nc4ccccc43)[C@@H]2C(=O)N1c1ccc(F)cc1	0.15	0.15	0.0
Cc1cc(=O)n(C)c(=O)n1CCCCCOc1cccc([N+](=O)[O-])c1	-0.23	-0.6	nt
Fc1ccc(CNC(=S)Nc2ccc(Cl)cc2)cc1	5.02	0.93	-10.3
Cc1csc(NC(=O)[C@@H](NC(=O)c2ccccc2)C(C)C)n1	1.29	1.31	26.7
O=C(CSc1ncn[nH]1)Nc1ccc(Cl)c(S(=O)(=O)N2CCOCC2)c1	nt	nt	36.4
C=CCNC(=O)c1cc(C(=O)C(C)c2ncc(C(F)(F)F)cc2Cl)c[nH]1 (stereo not drawn)	nt	nt	60.0
COCCNC(=O)c1c(N)n(CCC2=CCCCC2)c2nc3ccccc3nc12	-1.17	-1.05	-25.7
CC(=O)c1ccc(OCCCC(=O)N2CCN(S(=O)(=O)c3cccs3)CC2)cc1	0.15	0.03	21.4
CC(=O)c1cc(F)c(N2CCN(c3ccc([N+](=O)[O-])cc3F)CC2)cc1C	1.25	-1	nt

Bioassay records from PubChem BioAssay.

The list is partial, so the mix of outcomes need not match the whole.
